# Bioassay records as filed in PubChem BioAssay.
# CDK5 p35 inh: inhibitors of human CDK5/p35 kinase, primary screen, biochemical, single concentration; Cyclin-dependent kinase 5 (Homo sapiens) + Cyclin-dependent kinase 5 activator 1 (Homo …; Recombinant CDK5/p35, ADP-Glo luminescence, 60 min; inhibition, % at 10 µM; 330,000 tested, 0.01% active;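 active = highest replicate inhibition of at least 50% and at least 75% of replicates reaching 50%; inconclusive = only one of the two criteria met; inactive = both criteria failed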;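 also: plate controls were DMSO neutral control for no effect and GW8510 at 10 µM for full effect; many of its hits are not listed in these tables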
# SR-BI DiI inh: inhibitors of SR-BI mediated HDL lipid uptake, primary screen, ldlA[mSR-BI] cells, fluorescence, single point; ldlA[mSR-BI] CHO cells, DiI-HDL uptake fluorescence, 3 h; inhibition, % at 12.5 µM; 320,000 tested, 0.96% active; AID 488896, 2010;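 active = mean replicate inhibition of at least 70% and a set share of replicates each scoring 70 or more; inconclusive = meets just one of the two criteria; inactive = fails both criteria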;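 also: 0% = median of neutral control wells and 100% = median of positive control wells; values of inactives mirror those of a sister screen read the other way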
# Target sequence (Q61009 whole entry, looked up): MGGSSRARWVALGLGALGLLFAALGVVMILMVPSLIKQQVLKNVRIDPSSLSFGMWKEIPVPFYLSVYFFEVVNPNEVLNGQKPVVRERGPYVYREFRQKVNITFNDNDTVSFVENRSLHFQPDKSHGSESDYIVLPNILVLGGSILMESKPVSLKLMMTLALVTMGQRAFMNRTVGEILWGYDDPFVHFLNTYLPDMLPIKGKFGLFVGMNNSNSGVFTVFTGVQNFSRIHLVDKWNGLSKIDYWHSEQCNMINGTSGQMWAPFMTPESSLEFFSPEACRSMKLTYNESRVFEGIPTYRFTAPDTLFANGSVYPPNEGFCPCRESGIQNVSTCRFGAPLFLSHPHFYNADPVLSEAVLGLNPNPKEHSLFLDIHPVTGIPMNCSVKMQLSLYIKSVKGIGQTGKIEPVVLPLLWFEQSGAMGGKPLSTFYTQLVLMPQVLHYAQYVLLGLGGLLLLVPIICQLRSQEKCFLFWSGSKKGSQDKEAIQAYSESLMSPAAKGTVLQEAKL
# HTR5A ag ctr: HTR5A agonists in luminescence cell assay, primary screen, counter-screen for OPRM1-OPRD1 heterodimer agonist project, full-deck HTS | activation, % at 9.3 µM | cell-based | 340,000 tested, 0.61% active | AID 504692, 2011 | 5-hydroxytryptamine receptor 5A (Homo sapiens), P47898; in the data active = activation mostly above about 9.5%, no sharp cut-off; inactive = mostly below about 7.6%;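 also: 0% = cells with vehicle only and 100% = reference agonist; strong numbers were not always called active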
# SR-BI DiI-HDL act: activators of SR-BI mediated DiI-HDL uptake, primary screen, ldlA[mSR-BI] CHO cells, DiI fluorescence; 3 h; 100 = double the neutral-control signal; activation, % at 12.5 µM; AID 504775, 2011; 320,000 tested, 0.096% active;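 active = mean replicate activation of at least 60% and every replicate at or above 60%; inconclusive = mean or all-replicate condition met, but not both; inactive = mean below 60% and not all replicates reaching 60%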;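 also: 0% = median plate neutral-control signal and 100% = twice that signal; values of inactives mirror those of a sister screen read the other way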
#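 Assay system: LDL receptor-deficient CHO ldlA cells overexpressing murine SR-BI / Medium: BSA-supplemented, HEPES-buffered Ham's F12, pH 7.4 / Probe or stimulus: DiI-labelled HDL at 10 µg/mL final / Timing: compound with DiI-HDL co-incubation, 3 h at 37 °C / Technique: bottom-read cell fluorescence after medium removal, ex 550/em 595 nm / Measure: HDL uptake via cellular fluorescence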
# Wnt bcat act: Wnt/beta-catenin pathway activators, primary screen, cell-based, plate reader, single point; Wnt/beta-catenin reporter cell assay, activator; activation, % at 9.35 µM; 300,000 tested, 1.2% active; in the data active = activation above about 30%, passing the limit was not always enough; inconclusive = no clear call, values can overlap the other calls;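 also: 0% = neutral control wells and 100% = positive control wells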
# cardiac RTF act: cardiac RTF calcium sensitivity activators, primary screen, biochemical, IANBD-TnC fluorescence, EC20 calcium; AID 493008, 2010; Troponin I, cardiac muscle (Homo sapiens) + Troponin T, cardiac muscle (Homo sapiens) + …; 340,000 tested, 0.24% active; IANBD-labeled TnC RTF fluorescence at EC20 calcium; 0% EC20 calcium, 100% full calcium; activation, % at 7.2 µM;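 active = activation above the mean over all tested compounds plus 3 SD, cut at about 30% in these data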;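 also: rise in fluorescence read as greater calcium sensitivity of cardiac thin filaments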
# MITF act: activators of MITF-driven TRPM1 promoter reporter, primary screen, cell-based, SK-MEL-5, luciferase, single point. SK-MEL-5 TRPM1-promoter luciferase, 24 h; % of positive control, neutral wells = 0. activation, % at 12.5 µM. 300,000 tested, 0.75% active;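 active = mean activation of at least 80% with every replicate also reaching 80%; inconclusive = mean reaches 80% but some replicate falls short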;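 also: 0% = neutral control wells and 100% = parthenolide positive control wells; values of inactives mirror those of a sister screen read the other way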
# PvdQ inh: P. aeruginosa PvdQ acylase inhibitors, primary screen, biochemical, fluorescence, plate reader and imaging, single point; inhibition, % at 10 µM; 340,000 tested, 0.063% active; purified PvdQ acylase; in the data active = inhibition above about 30%, passing the limit was not always enough; inconclusive = no clear call, values can overlap the other calls;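 also: 0% = vehicle neutral wells and 100% = reference inhibitor wells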
# dFosB act: activators of delta FosB homodimer, primary screen, biochemical, fluorescence polarization, TAMRA-CDK5 oligo, single point; Protein FosB (Mus musculus), P13346; purified delta FosB; percent of positive-control signal above neutral wells; activation, % at 25 µM; 340,000 tested, 0.99% active;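 active = mean activation above about 17%, with every replicate also reaching it, limit read from the data, passing the limit was not always enough; inconclusive = only one of the two conditions met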;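 also: fluorescence polarization rise as delta FosB binds a TAMRA Cdk5 AP-1 oligo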
# Target sequence (P13346 whole entry, looked up): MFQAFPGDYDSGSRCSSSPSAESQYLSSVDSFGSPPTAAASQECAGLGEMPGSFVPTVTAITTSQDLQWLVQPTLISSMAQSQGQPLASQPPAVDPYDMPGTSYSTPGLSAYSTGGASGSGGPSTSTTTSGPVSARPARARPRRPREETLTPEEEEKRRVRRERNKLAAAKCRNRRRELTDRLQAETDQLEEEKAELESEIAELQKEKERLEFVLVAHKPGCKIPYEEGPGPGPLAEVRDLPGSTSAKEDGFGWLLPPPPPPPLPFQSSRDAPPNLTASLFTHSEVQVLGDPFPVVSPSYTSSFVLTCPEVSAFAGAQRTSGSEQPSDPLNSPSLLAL
# Rtt109 HAT inh: inhibitors of C. albicans Rtt109/Vps75 HAT, primary screen, biochemical, ThioGlo CoA-SH fluorescence, plate reader; purified Rtt109/Vps75, 4 h; inhibition, % at 34.9 µM; 330,000 tested, 0.16% active; AID 540336, 2011;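 active = inhibition of at least 50% in every replicate; inconclusive = best replicate reaches 50% inhibition but some replicates fall short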
# Numbers without * were called inactive; ? = inconclusive; · = not tested or not shown; & = joins results of further samples. Random draw from the library; 4.4% or so of the library scored in one or more.
# Results follow in this order: MITF act	SR-BI DiI inh	PvdQ inh	Rtt109 HAT inh	CDK5 p35 inh	Wnt bcat act	cardiac RTF act	SR-BI DiI-HDL act	dFosB act	HTR5A ag ctr
- COCCNc1nc(SCC(=O)N2CCN(c3ccccc3)CC2)nc2ccccc12
    18	-11	-4	20	1.8	·	3	11	-3	0
- CCCCN(C)CCNC(=O)c1cc(-c2cccnc2)nc2ccc(S(=O)(=O)N3CCC(C)CC3)cc12
    -9	-21	-13	1	1.1	0	-1	21	?	-4
- Brc1cccc(Nc2nc(-c3cccnc3)cs2)c1
    16	24	2	0	-0.3	27	5	-24	-11	1
- COc1ccc(N2CCN(S(=O)(=O)c3c(C)n(C)c(=O)n(C)c3=O)CC2)cc1
    0	0	-3	-6	-1.6	0	-1	0	-1	-6
- O=c1c(O)c(-c2cc(O)c(O)c(O)c2)oc2cc(O)cc(O)c12
    1	23	-17	-1	15	2	-10	-23	9	3
- Cc1cccc(NC(=O)CCc2ccccc2)c1
    39	25	-18	-4	-0.2	2	1	-25	-12	3
- COc1ccc(-c2nc(C)sc2CC(=O)O)cc1
    ·	-2	11	14	1.2	0	5	2	-2	7
- COC(=O)c1cn(C(=O)c2ccc(Br)o2)c2ccccc12
    -10	-15	6	4	-0.8	·	-2	15	2	-8
- CCOC(=O)c1cc(-c2ccccc2)n(CC(=O)O)c1C
    1	7	-15	4	1.4	·	2	-7	2	-1
- O=C(O)c1cc([N+](=O)[O-])ccc1C(=O)Nc1cccc([N+](=O)[O-])c1
    -2	-32	1	48	-0.7	2	2	32	7	4
- CCc1c(C)[nH]c2ccc(C)cc2c1=O
    29	-8	2	0	1.1	11	0	8	2	1
- O=C(Nc1ccc(Br)cc1)N1CCCCCCC1
    13	-4	5	1	-1.4	·	-7	4	4	2
- O=c1cc[nH]c2c(Cl)cccc12
    -1	-1	-14	4	0.7	16	7	1	-10	-1
- CCn1c(C)nc2cc(S(=O)(=O)C(F)(F)F)ccc21
    9	-21	-4	-2	0.7	·	-1	21	-1	1
- OC1(c2ccc(Cl)cc2)CCN(Cc2nc(-c3cnccn3)no2)CC1
    -5	33	-16	-4	-2.5	-2	4	-33	-7	6
- CNC(=O)c1ccc(NC(=O)CC23CC4CC(CC(C4)C2)C3)cc1
    0	-4	5	7	1.4	-1	-7	4	-4	3
- O=C1Nc2c(c(=O)[nH]c(=O)n2-c2ccccc2)C(C(F)(F)F)(C(F)(F)F)N1
    -10	-25	-11	-3	-1.7	·	1	25	6	-2
- CC1CCc2c(sc3nc(CSc4nnnn4C)[nH]c(=O)c23)C1 (stereo not drawn)
    28	5	-11	-3	-1.8	-1	0	-5	-10	3
- c1coc(-c2nnc3sc(Cc4cccs4)nn23)c1
    4	-12	2	-1	0.3	-4	-2	12	-18	1
- COCCCNC(=O)Cn1cc(C(=O)C2CC2)c2ccccc21
    ·	-13	-5	7	-2.1	·	11	13	0	0
- CS(=O)(=O)n1nc(OC(=O)c2cccc3ccccc23)cc1N
    -18	-4	4	7	-1.1	-2	-1	4	-6	0
- Cc1cccc(N(Cc2cc3ccccc3[nH]c2=O)S(C)(=O)=O)c1
    -5	-8	-13	7	-9.3	-2	5	8	-6	2
- COc1cccc(NC(=O)C2CCC2)c1
    9	9	-13	-1	-2.0	1	8	-9	-9	7
- O=C(NNS(=O)(=O)c1ccccc1[N+](=O)[O-])c1cc2ccccc2cc1O
    3	11	-11	9	-0.4	-3	-3	-11	-3	8
- CCCNC(=O)CN(c1ccc(F)c(Cl)c1)S(C)(=O)=O
    8	-20	-9	7	-2.5	·	-3	20	5	0
- Cc1ncsc1CCSc1n[nH]c(=O)n1-c1ccccc1
    30	-7	-13	2	0.4	·	-2	7	6	-1
- O=c1c2ccccc2nc2ccc(NCc3ccco3)nn12
    37	-23	-9	5	0.7	·	10	23	-6	-1
- O=C(C[n+]1ccccc1)N/N=C/c1ccc(Br)cc1
    -8	-29	2	5	-1.9	-2	-5	29	-1	0
- COc1ccc(NC(=O)CN(C)S(=O)(=O)c2ccc(Cl)cc2)c([N+](=O)[O-])c1
    -6	-13	-13	-2	-2.4	0	7	13	0	5
- CN(C(=O)Cn1nc(Cl)ccc1=O)C1CCCN(Cc2ccccc2F)C1 (stereo not drawn)
    -2	-15	7	1	1.1	-2	3	15	1	-6
- CCSc1ccccc1C(=O)N1CCCC1
    5	-21	-7	-7	-1.6	·	1	21	4	-1
- CCOc1ccc(C(=O)OCC(=O)c2c(N)n(C)c(=O)n(C)c2=O)cc1OCC
    -4	5	-11	-6	-0.8	·	9	-5	-13	-1
- O=C(Nc1nncs1)C1(c2ccccc2)CCCC1
    -4	-8	-3	·	1.6	·	-4	8	-5	-4
- CC(=O)NC(Cc1c[nH]c2ccccc12)C(=O)OCC(=O)Nc1ccc2c(c1)OCO2 (stereo not drawn)
    -10	·	-4	-4	-1.6	-3	3	·	-6	-2
- Cc1onc(-c2ccccc2)c1C(=O)N[C@@H]1C(=O)N2C1SC(C)(C)[C@@H]2C(=O)O (stereo partly drawn)
    2	2	-6	-5	0.2	1	3	-2	7	-3
- CCOc1cccc2sc(N(CCN(C)C)C(=O)c3ccc(Br)s3)nc12
    4	·	-13	-12	-1.0	2	-3	·	11	6
- COc1ccccc1N1CCN(C(=O)c2cn(C)c3ccc(S(=O)(=O)N4CCOCC4)cc3c2=O)CC1
    8	-9	-8	-7	0.4	2	-2	9	-2	4
- O=C(NN=C1C2CC3CC(C2)CC1C3)c1cc(Cl)ccc1O
    -2	1	6	5	-1.4	·	-3	-1	-1	5
- Nc1nc(NCC2CCCO2)nc(Nc2ccccc2F)c1[N+](=O)[O-] (stereo not drawn)
    ·	27	-8	6	-1.8	0	8	-27	-12	2
- N#Cc1ccccc1OCC(=O)Nc1ccc(N2CCOCC2)cc1N1CCOCC1
    -13	2	-8	-2	-1.3	-1	0	-2	-2	-5
- O=C(Cn1c(CN2CCCCC2)nc2ccccc2c1=O)NCc1ccco1
    7	6	-5	·	4.2	·	-5	-6	-1	0
- Cc1ccc(OCCCCN2CCCCC2)cc1
    ·	10	-11	14	-2.1	7	-2	-10	-1	1
- COCCn1c(C)cc(C(=O)CSc2nnc(C3CC3)n2C2CC2)c1C
    19	-3	-17	-4	-0.5	13	-1	3	-2	-1
- Cc1cc(C)nc(N/N=C/c2ccc(Cl)cc2)n1
    ·	11	-12	-7	0.8	3	-3	-11	-5	1
- CCCN(CCC)S(=O)(=O)c1ccc(C(=O)Nc2cc3oc4ccccc4c3cc2OC)cc1
    7	-1	-6	2	1.3	3	1	1	1	2
- CCOC(=O)Cn1cnc2scc(-c3ccccc3)c2c1=O
    17	-15	-17	-12	-1.3	-1	6	15	-6	3
- COc1ccc(-c2cc(=O)oc3cc(OC(C)C(=O)NC(Cc4c[nH]c5ccc(O)cc45)C(=O)O)ccc23)cc1 (stereo not drawn)
    ·	-32	10	-9	-1.2	-2	2	32	-4	-4
- O=c1c(Cc2ccc(F)cc2)c(O)ccn1Cc1cccc(Cl)c1
    2	-26	-7	-1	1.8	-3	3	26	-9	-3
- Cc1cccc(C2NC(=O)c3c(sc(C)c3C)N2)c1O (stereo not drawn)
    -9	-18	-8	-2	-1.7	·	-3	18	-1	-1
- CCn1cc(C(=O)N[C@@H](CC(C)C)C(=O)NCCCn2ccnc2)c(=O)c2cc3c(cc21)OCO3
    3	-6	2	1	-1.6	0	-1	6	-10	-3

# The list goes on.
# Results follow in this order: MITF act	SR-BI DiI inh	PvdQ inh	Rtt109 HAT inh	CDK5 p35 inh	Wnt bcat act	cardiac RTF act	SR-BI DiI-HDL act	dFosB act	HTR5A ag ctr
- O=C(/C=C/c1cc(Br)ccc1F)Nc1cccnc1
    39	-2	-12	0	-0.7	5	-2	2	-19	0
- Cc1ccc(CN=C2Nc3ccccc3CS2)cc1
    ·	-15	-12	0	-0.4	30	0	15	-16	-2
- O=C(O)CCCCCn1c(SCC(=O)c2ccc(O)c(O)c2)nc2ccsc2c1=O
    11	11	-11	7	1.6	-4	2	-11	-5	-3
- CCOC(=O)CN1C(=O)C2(OCCCO2)c2ccccc21
    -9	-8	-19	-5	1.0	·	2	8	-2	1
- CC1=NN(C(=O)CCc2ccccc2O)C(O)(C(F)(F)F)C1 (stereo not drawn)
    -17	0	-11	8	0.4	0	4	0	3	-2
- Cc1ccc(C2=NNC(=O)C(P(=O)(c3ccccc3)c3ccccc3)C2)cc1 (stereo not drawn)
    -3	-9	-4	·	1.8	-2	1	9	-7	6
- COc1ccc2nc(SCC(=O)NCC(F)(F)F)[nH]c2c1
    7	-14	-3	-4	0.5	-1	0	14	-4	-3
- S=C1Nc2ccccc2Sc2ccc(Cl)cc21
    5	-5	-13	-7	0.1	-3	2	5	34*	8
- CCCC(C)NC(=O)C1c2ccccc2Oc2ccccc21 (stereo not drawn)
    ·	-11	4	-14	5.4	1	-4	11	-2	-1
- Cc1cccc(NC(=O)CCOc2ccccc2)c1
    17	5	-4	-4	-0.4	·	-3	-5	-3	-5
- COc1ccc(Nc2nc(N)nc(CSC(=S)N3CCOCC3)n2)cc1
    30	30	1	-2	1.3	9	-6	-30	-5	0
- Cc1nnc(NC(=O)NC(C)N2C(=O)C3C4C=CC(C4)C3C2=O)s1 (stereo not drawn)
    -2&12	-17&-18	-27&-7	-3&-2	0.9&1.2	1&-2	5&6	17&18	4&1	-3&-2
- CCN1CCN(C(=O)CN(c2cc(OC)ccc2OC)S(C)(=O)=O)CC1
    ·	-2	-15	7	-2.0	1	15	2	-5	-2
- CCCCSc1nc(O)c(Cc2ccccc2)c(=O)[nH]1
    -4	14	-5	-2	0.6	·	-11	-14	0	3
- CN1CCc2c(sc(NC(=O)Cc3ccccc3)c2C(N)=O)C1
    ·	-39	4	-11	-0.3	2	-1	39	7	12
- c1ccc(-c2csc3nnc(SCc4ccc5c(c4)OCCO5)n23)cc1
    ·	-1	-4	1	-0.6	·	2	1	-9	4
